High-throughput results as filed in PubChem BioAssay.
A350 autofl: qHTS Assay for Spectroscopic Profiling in A350 Spectral Region; Compound autofluorescence, 340/450 nm, Alexa 350 dye-equivalents; active compounds read high; max dye-equivalent concentration, M; 59,000 tested, 11% active; AID 590, 2007; in the data active = max dye-equivalent concentration above about 10 nM; inconclusive = mostly about 1.1 nM to 9.6 nM
Luciferase inh: qHTS Assay for Inhibitors of Firefly Luciferase; Potency, µM (highest dose often 57.1 µM), without a hit: at the top dose activity change, negative = inhibition, usual class: inhibitors; 72,000 tested, 2.2% active; purified firefly luciferase, luminescence, 8 min; Luciferin 4-monooxygenase (Photinus pyralis), P08659; AID 411, 2009; note: potency is the fitted concentration of half-maximal effect; % is set by controls: 0 for no effect and ±100 for the full control effect; nearly all actives have a fitted effect of over 40% in size
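Luminescence read-out after 8 min at room temperature; enzyme reaction used luciferin plus 10 uM ATP (linear range) in imidazole buffer pH 7.2 with KCl, MgCl2, Tween 20 and BSA. Each sample was run as a titration.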
USP2a inhib: qHTS Assay for Inhibitors of Ubiquitin-specific Protease USP2a; Ubiquitin carboxyl-terminal hydrolase 2 (Homo sapiens), O75604; USP2a enzymatic assay, qHTS inhibition; Potency, µM (series often up to 38.3 µM), for the others: at the top dose activity change, negative = inhibition, hits mostly inhibitors; 60,000 tested, 0.1% active; AID 927, 2007;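 note: potency is the fitted concentration of half-maximal effect; nearly all actives have a fitted effect of over 60% in size; plate controls were DMSO for no effect and NEM full inhibition control for full effect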
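USP2 core (20 nM final) was preincubated with compound for 30 min at RT in 20 mM Tris-HCl pH 8.0, 2 mM CaCl2, 2 mM beta-mercaptoethanol; Ub-PLA2 (20 nM) plus NBD C6-HPC (20 uM) then added, fluorescence read after 2.5 h.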
HEK293 cAMP cs: qHTS Assay for Agonists of the Thyroid Stimulating Hormone Receptor: Activators of Intracellular cAMP Concentrations in Parental HEK 293 | parental HEK293 CNG cAMP sensor, membrane potential fluorescence | Potency, µM (titrated, usually from 57.1 µM), without a hit: at the top dose activation, usual class: activators | 73,000 tested, 2.5% active; note: potency is the fitted concentration of half-maximal effect; % of control where 0% means no effect; nearly all actives have a fitted effect of over 55% in size
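Parental HEK 293 cells stably expressing a modified CNG channel (no TSHR) report cAMP rise as membrane depolarization. Membrane potential dye with 100 uM RO 20-1724 was loaded for 60 min at room temperature, then compound added for 30 min; fluorescence read at 590 nm.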
BRCT inh green: qHTS Assay for Inhibitors of BRCT-Phosphoprotein Interaction (Green Fluorophore); Potency, µM (top dose mostly 76.9 µM), inactives show at the highest dose activity change, negative = inhibition, hits mostly inhibitors; BRCA1 BRCT-phosphopeptide binding, green fluorescence polarization; 75,000 tested, 0.05% active;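 note: potency is the fitted concentration of half-maximal effect; plate controls were peptide without protein for full effect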
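Fluorescence polarization: His-tagged BRCT (~35 kDa BRCA1 C-terminus, 250 nM) bound to 100 nM fluorescein-labeled phosphorylated 10-aa BACH1 peptide, pH 7.3 phosphate buffer with DTT and Tween 20. Compounds incubated 12 min at room temperature; inhibition read as lowered polarization.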
ERK AVP block: qHTS Assay for Inhibitors of the ERK Signaling Pathway using a Homogeneous Screening Assay. Potency, µM (titrated, usually from 57.5 µM), for inactives: at the top dose activity, negative = inhibition, most hits filed as inhibitors. HEK293-V1b, vasopressin-stimulated pERK AlphaScreen. AID 995, 2007. 72,000 tested, 0.99% active; note: potency is the fitted concentration of half-maximal effect; % is set by controls: 0 for no effect and ±100 for the full control effect; nearly all actives have a fitted effect of over 55% in size
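HEK293 cells stably expressing V1b receptor, preincubated 30 min at 37 °C with compound, then stimulated 5 min with 25 nM vasopressin. Phospho-ERK by AlphaScreen SureFire after 5 h RT; normalized to DMSO and vasopressin; AC50 by Hill fit.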
Tau filament bind: qHTS Assay for Tau Filament Binding | Microtubule-associated protein tau (Homo sapiens), P10636 | recombinant tau filaments, thioflavin S fluorescence, 15 h; filaments grown with octadecylsulfate alongside compound | Potency, µM (series often up to 57.1 µM), inactives show at the top dose activity change, negative = inhibition | 71,000 tested, 2% active;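 note: potency is the fitted concentration of half-maximal effect; % is set by controls: 0 for no effect and ±100 for the full control effect; actives lower thioflavin S fluorescence by blocking filaments or displacing dye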
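Recombinant tau protein (human, 1 uM final) plus 30 uM ODS in HEPES pH 7.4 with NaCl, DTT and thioflavine S. Compound present from the start; fluorescence at 510 nm after 15 h, 37 C.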
BRCT inh red: qHTS Assay for Inhibitors of BRCT-Phosphoprotein Interaction (Red Fluorophore); Breast cancer type 1 susceptibility protein (Homo sapiens), P38398; BRCT-phosphopeptide binding, red fluorescence polarization; Potency, µM (highest dose often 76.9 µM), inactives show top-dose activity change, negative = inhibition, hits mostly inhibitors; 75,000 tested, 0.03% active; note: % is set by controls: 0 for no effect and ±100 for the full control effect
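Rhodamine-labelled pBACH1 10-mer (100 nM) bound to BRCT domain (100 nM) at pH 7.3; compounds incubated 12 min room temperature, polarization read. Free peptide defines full inhibition; unlabelled decapeptide titrated as control.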
Casp7 inh: qHTS Assay for Allosteric/Competitive Inhibitors of Caspase-7; P55210; recombinant caspase-7, Ac-DEVD-AFC fluorescence rate; Potency, µM (top dose mostly 57.5 µM), for inactives: at the top dose activity change, negative = inhibition, most hits filed as inhibitors; 75,000 tested, 0.02% active; active = well fitted inhibition curve with a large enough effect in the main read-out, with a control signal flat, not every such curve was filed as active; inconclusive = small, poorly fitted or top-dose-only effect, or a change in a side signal; note: potency is the fitted concentration of half-maximal effect; % of control where 0% means no effect
CRE Fsk mod: Cell signaling CRE-BLA (Fsk stim); CHO CRE-bla reporter (cAMP response element driving beta-lactamase), forskolin EC10, beta-lactamase ratio; Potency, µM (series often up to 38.2 µM), without a hit: at the top dose activity change, negative = inhibition, most hits filed as activators; 71,000 tested, 2.5% active; active = well fitted activation curve with a large enough effect in the signal ratio, with a control signal flat, not every such curve was filed as active; inconclusive = small, poorly fitted or top-dose-only effect, or effect the other way, or a change in a side signal; the % refers to the signal ratio; note: potency is the fitted concentration of half-maximal effect; % of control where 0% means no effect
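Beta-lactamase reporter under a cAMP responsive element in CHO cells; compounds tested in titration series against EC10 NKH 477, 3 h at 37 °C. Read-out: CCF4 FRET ratio 460nm/530nm (excitation 405nm) giving %Activity, fitted to AC50.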
Casp1 inh: qHTS Assay for Allosteric/Competitive Inhibitors of Caspase-1; Caspase-1 enzyme, Ac-WEHD-AFC fluorogenic rate; Potency, µM (doses to about 57.5 µM), inactives show at the highest dose activity change, negative = inhibition, actives largely listed as inhibitors; 75,000 tested, 0.03% active;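 note: potency is the fitted concentration of half-maximal effect; plate controls were vehicle for no effect and no substrate for full effect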
Active calls of the source: *; i = inactive; ? = inconclusive; / = no result given; [ ] = dose if it differs, or a comment. Unless noted, calls come from the whole dose curve; as a rule, active = well fitted curve in the direction sought with a large enough effect; inconclusive = small, poorly fitted or top-dose-only effect, or another doubt; inactive = no such curve, though single readings can be large; an effect the other way counts as inactive or inconclusive.

SMILES	A350 autofl	Luciferase inh	USP2a inhib	HEK293 cAMP cs	BRCT inh green	ERK AVP block	Tau filament bind	BRCT inh red	Casp7 inh	CRE Fsk mod	Casp1 inh
CC(C)Oc1ccc(C2NC(=O)NC2=O)cc1 (stereo unspecified)	i	3%	-2%	13%	-0.6%	-2%	-11%	0.4%	-1%	-1%	1%
CN(C(=O)CN1CCC(NC(=O)C2CCCCC2)CC1)C1CCCCC1	i	3%	-2%	11%	0.1%	10%	-17%	0.8%	2%	?	0%
CCOC(=O)C1CCCN(c2c(NCCCN3CCCC(C)C3)c(=O)c2=O)C1 (stereo unspecified)	/	2%	/	-3%	-2.6%	6%	2%	-1.0%	1%	-3%	0%
CC(C)C1=C2CCCCC2NC(=O)N1 (stereo unspecified)	?	0%	-3%	-8%	-4.1%	3%	89%	1.2%	-13%	-5%	?
CCc1cc2c(nc1CC)CCN(CC/C(C)=N/OC[C@@H](C)[C@H](OCc1ccccc1)C(C)C)C2	/	-1%[11.4 µM]	/	-3%[11.4 µM]	1.1%[15.4 µM]	11%[11.5 µM]	/	1.9%[15.4 µM]	1%[11.5 µM]	/	-1%[11.5 µM]
Fc1cccc(-c2cc3nc4c(c(N5CCOCC5)n3n2)CCCC4)c1	3.5e-08M*	1%	6%	24%	-2.1%	3%	49%	-0.9%	0%	10µM*	-4%
Cc1ccccc1-n1c(Cn2c(=O)sc3ccccc32)nnc1SCC(=O)Nc1nccs1	/	1%	/	15%	-3.9%	-17%	297%	-0.9%	1%	11%	-2%
c1ccc(Cn2nnnc2C(c2cccs2)N2CCCCCC2)cc1 (stereo unspecified)	i	2%	-23%	25µM*	5.1%	9%	-2%	-1.5%	-1%	6%	0%
Cc1onc(-c2ccccc2)c1C(=O)NCc1ccco1	/	/	/	?	-0.3%	/	/	0.6%	-4%	/	-3%
CC(C)C(=O)Nc1nnn(C)n1	i	3%	-5%	0%	-3.9%	20%	0%	0.9%	0%	-1%	-1%
O=c1oc2cc(O)ccc2s1	/	/	-1%	/	-3.3%[3.08 µM]	12%	/	-3.2%	2%	/	-1%
CCCCNCCCOc1cccc(Cl)c1	/	/	/	28%	-2.3%	/	/	-2.0%	-1%	/	-2%
O=C(CSCSCC(=O)NCC1CCCO1)NCC1CCCO1 (stereo unspecified)	i	-1%	0%	9%	-3.1%	7%	10%	0.2%	1%	-3%	-3%
CCCn1nc(NS(C)(=O)=O)c2cc3cccc(C)c3nc21	i	1%	17%	3%	-5.2%	-13%	-16%	0.5%	-12%	?	-2%
O=C(COc1ccccc1)Nc1nn[nH]n1	i	4%	-1%	7%	-0.7%	0%	-16%	-0.8%	-1%	?	1%
COc1cccc(C(CC(=O)NCCN2CCOCC2)NS(=O)(=O)c2ccc(C)cc2)c1OC (stereo unspecified)	i	1%	5%	2%	-2.0%	18%	-1%	0.4%	-1%	?	-1%
CCCCn1c(SCC(=O)N2CC(=O)Nc3ccccc32)nnc1-c1ccoc1C	?	-36%	5%	?	-0.1%	-2%	66%	-1.8%	7%	?	0%
COc1cccc(Oc2cn[nH]c2-c2ccc(O)cc2O)c1	i	-2%	-5%	1µM*	-1.3%	-26%	-11%	-1.8%	-1%	-4%	-2%
CCCc1cc(=O)n2[nH]c(C)nc2n1	?	-1%	-2%	4%	-0.8%	-2%	0%	-0.6%	-1%	-3%	-2%
COCCCn1c2nc3ccccc3nc2c2c(=O)n(-c3ccccc3OC)cnc21	5.1e-07M*	3%	12%	3%	-1.7%	3%	-5%	-0.9%	-1%	4µM*	-3%
O=C(CN1C(=O)CCSc2ccccc21)Nc1ccccc1	/	/	/	26%	-0.4%	/	/	-0.5%	0%	/	-2%
CCNc1nc(NCC)nc(OCCNS(=O)(=O)c2cc(C)ccc2C)n1	/	1%	13%	3%	-0.6%	3%	-14%	-0.1%	-2%	?	-1%
CCC(=O)c1c(O)cc(O)cc1O	/	/	-13%	/	-0.1%[3.08 µM]	-5%	/	0.1%	-1%	/	1%
O=C1CC(c2ccccc2)CC(O)=C1C=NCCCN1CCOCC1 (stereo unspecified)	i	2%	-3%	12%	-1.0%	16%	11%	0.7%	1%	4%	1%
Cc1occc1C(=O)Nc1cccc(C(=O)NCc2ccccc2)c1	i	-1%	4%	3%	0.1%	-22%	3%	-1.5%	-1%	-8%	2%
O=C(NCCCN1CCOCC1)c1ccc(Cc2nc3ccccc3[nH]2)cc1	/	/	/	-9%	-1.1%	/	/	0.4%	0%	/	-4%
CCOC(=O)C1CCN(C(=O)C2CCN(S(=O)(=O)c3c(C)noc3C)CC2)CC1	i	1%	8%	11%	-1.8%	23%	-9%	-2.1%	0%	?	-1%
COc1cccc(-c2nc(S(=O)(=O)c3ccccc3)c(N3CCOCC3)o2)c1	i	1%	5%	?	-2.5%	-22%	9%	-1.1%	0%	26%	1%
CCOC(=O)c1c(C)[nH]c(C(=O)COC(=O)c2ccccc2NC(=O)c2ccco2)c1C	?	0%	53%[activator]	0%	3.0%	12%	25%	2.4%	0%	2µM*	0%
C=C1CSc2nc(=O)c3c4c(sc3n21)CCCC4	/	3%	8%	7%	3.1%	5%	42%	-1.0%	-2%	?	-1%
Cc1cc(=O)n2nc(N3CCC(C(=O)N4CCN(Cc5ccccc5)CC4)CC3)sc2n1	?	0%	17%	5%	-2.0%	-4%	11%	-0.5%	0%	?	0%
CCOc1cc(-c2ccccc2)nc(N)n1	i	-18%	15%	25%	-1.5%	34%[activator]	4%	0.2%	-2%	?	-1%
Cc1cc(S(=O)(=O)N(C)CCc2ccccc2)ccc1-n1cnnn1	i	3%	-1%	-2%	-1.9%	?	-1%	0.6%	0%	6%	-2%
Cn1c(SCC(=O)N2CCOCC2)nnc1-c1ccc(NC(=O)c2ccccc2F)cc1	/	/	/	-20%	-1.0%	/	/	-1.0%	0%	/	-3%
COC(=O)c1ccc(OCCN2C3=NCCN3c3ccccc32)cc1	i	2%	6%	7%	0.1%	0%	47%	-1.3%	0%	-6%	-1%
COCn1c(-c2cccc(Br)c2)nc2ccccc21	/	-27%	3%[7.66 µM]	?	-0.9%	-9%	7%[11.4 µM]	-1.0%	0%	?	0%
Cc1cc(CC(C)C)n(-c2nc3ccccc3c(=O)n2OCC(N)=O)n1	?	0%	7%	?	-0.7%	-5%	-4%	-0.1%	0%	12%	-1%
Cc1nc2ccc(N)cc2c(=O)n1Cc1ccc(Cl)cc1	1.2e-06M*	-5%	-1%	3%	-1.2%	-1%	-16%	0.9%	5%	?	-3%
CCc1ccc(C(=O)NCC2COc3ccccc3O2)o1 (stereo unspecified)	/	-1%	8%[7.66 µM]	16%[11.4 µM]	-0.2%	?	3%[11.4 µM]	-0.2%	0%	?	-2%
CCOC(=O)Nc1ccccc1N1C(=O)c2ccccc2C1=O	i	0%	5%	3%	-2.2%	7%	2%	-0.4%	3%	5%	1%
N#Cc1cccc(-c2ccc3ncnc(NCc4cccs4)c3c2)c1	i	0%[2.29 µM]	177%[activator]	?	-0.8%	-25%	i	-1.2%	-6%	?	-4%
COc1ccc(CCNC(=O)C2CCN(S(C)(=O)=O)CC2)cc1OC	i	1%	-4%	8%	-3.2%	-21%	-8%	-2.5%	0%	0%	1%
CCN1CCN(c2ncnc3c2oc2nc(C)c4c(c23)CC(C)(C)OC4)CC1	i	2%	1%	6%	0.7%	-14%	42%	0.0%	1%	29%	1%
O=C1c2ccccc2C(=O)N1CCSc1nncs1	i	2%	12%	4%	-1.2%	8%	7%	2.0%	0%	-1%	-1%
COC(=O)c1oc2ccc(Br)cc2c1NC(=O)CN1CCN(C)CC1	i	1%	6%	12%	-0.4%	-5%	28%	0.9%	0%	0%	1%
Cc1nc2c(-c3ccccc3)c(C)nn2c(C)c1CC(=O)O	i	2%	4%	16%	-2.3%	12%	5%	0.3%	0%	?	2%
COc1ccc(CCC(=O)NCCc2cn3c(C)csc3n2)cc1	/	-3%	/	?	-2.0%	/	13%	-0.3%	-1%	2%	3%
